Bioassay records (PubChem BioAssay)
MLL CXXC-DNA inh: blocks binding of human MLL CXXC domain to DNA; Q03164; MLL-CXXC / FITC-HOXA9 DNA fluorescence polarization; Potency, µM (doses to about 115 µM), for inactives: at the top dose activity change, negative = inhibition, usual class: inhibitors; 290,000 compounds, 0.037% hits; AID 2662; active = well fitted inhibition curve with a large enough effect in the polarisation, with a control signal flat, not every such curve was filed as active; inconclusive = small, poorly fitted or top-dose-only effect, or effect the other way, or a change in a side signal; inactive = no such curve, though single readings can be large or run the other way; the % refers to the polarisation; note: potency is the fitted concentration of half-maximal effect
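Steps: dispense CXXC domain solution (7 uM) → pin compounds or unlabeled HOX-A9 DNA control → 5 min ambient → add FLSN-HOX-A9 solution (50 nM) → spin → 30 min ambient → fluorescence polarization. Tris pH 7.5/NaCl/DTT/BSA buffer.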
B2AR arrestin: beta2AR (human) beta-arrestin recruitment activity; Potency, µM (series often up to 46.1 µM), without a hit: at the top dose activation, hits mostly activators; AID 492947; beta-arrestin recruitment to beta2AR, cell-based reporter; 330,000 compounds, 0.02% hits;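 note: potency is the fitted concentration of half-maximal effect; 0% = DMSO controls and full agonism = EC100 isoproterenol or metaproterenol; nearly all actives have a fitted effect of over 65% in size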
KCNH2 3.1 block: blocks the human KCNH2 3.1 channel isoform. U2OS KCNH2 3.1, thallium flux FluxOr; stronger effect = lower value. activity change, % (tested at about 1.8 µM). 340,000 compounds, 0.95% hits. AID 720553;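 active = maximum activity change below -70%; inconclusive = maximum activity change from -70% to -50%; inactive = maximum activity change above -50%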;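 note: thallium influx rate constant from kinetic fluorescence after stimulation buffer; % is set by controls: 0 for no effect and ±100 for the full control effect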
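Measured as rate of thallium-driven FluxOr signal in transduced U2OS cells carrying the 3.1 channel, read kinetically for 2 min upon stimulation; values are rate constants scaled to DMSO control wells.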
TRPV1 ag: activates the human vanilloid receptor TRPV1 | AID 540275 | activation, % at 8.33 µM | Q8NER1 | 320,000 compounds, 0.19% hits | TRPV1-expressing cells, Fluo-8 calcium influx, agonist mode; in the data active = activation above about 80%; inconclusive = between about 30% and that limit; note: 0% is about no effect
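Fluo-8 calcium influx in TRPV1-expressing cells, kinetic read (ex 480/em 520 nm). Compound added and read 3 min for agonist activity, followed by capsaicin at EC20 final and 2 min further read for enhancement.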
Coupling enz: inhibits coupling enzyme system, counter-screen for aldolase hits; AID 2472; 290,000 compounds, 0.67% hits; activity change, negative = inhibition, % at 58.2 µM, hits read low; coupling enzyme system counterscreen, AmpLite Red fluorescence; in the data active = activity change below about -30%; note: % is set by controls: 0 for no effect and ±100 for the full control effect
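Final compound at 57.5 uM, incubated 10 min at RT with coupling enzyme reagent (glyceraldehyde-3-phosphate), then 20 min with substrate and AmpLite Red detection. Fluorescence read at 525/598 nm; tests interference with the coupling assay, not aldolase inhibition.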
KCNH2 WT inh: KCNH2 (human, wildtype) channel inhibition. U2OS, BacMam KCNH2, thallium flux FluxOr; stronger effect = lower value. activity change, % at 1.84 µM. 340,000 compounds, 0.37% hits. AID 720551;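 active = maximum activity change below -70%; inconclusive = maximum activity change between -70% and -50%; inactive = maximum activity change above -50%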; note: % is set by controls: 0 for no effect and ±100 for the full control effect
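U2OS cells were transduced with wild-type KCNH2 virus (2.03 x 10^8 / mL) for 4 h at room temperature, then cultured overnight at 37 C. Thallium flux was read with FluxOr dye. Rate constants were normalized to DMSO controls.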
Giardia kill: kills Giardia lamblia. AID 540267. activity change, % at 7.66 µM, hits read low. 340,000 compounds, 0.15% hits. Giardia lamblia trophozoite viability; in the data active = activity change below about -80%; inconclusive = between about -30% and that limit;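 note: parasites exposed to compound for two days anaerobically before the ATP read; % is set by controls: 0 for no effect and ±100 for the full control effect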
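Anaerobic 48 hrs incubation at 37 deg C of 100 trophozoites/well with test compounds; ATPLite 1-Step luminescence, 15-30 min RT, reports cellular ATP as viability.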
PKM2 activator: increases activity of human pyruvate kinase M2; P14618; purified PKM2, Kinase-Glo ATP luminescence, activation; response scale: 0% is enzyme alone, no compound; Potency, µM (series often up to 57.5 µM), for inactives: at the highest dose activation, hits mostly activators; 260,000 compounds, 0.34% hits; note: potency is the fitted concentration of half-maximal effect; % is set by controls: 0 for no effect and ±100 for the full control effect; nearly all actives have a fitted effect of over 55% in size
Target sequence (P14618 whole entry, looked up): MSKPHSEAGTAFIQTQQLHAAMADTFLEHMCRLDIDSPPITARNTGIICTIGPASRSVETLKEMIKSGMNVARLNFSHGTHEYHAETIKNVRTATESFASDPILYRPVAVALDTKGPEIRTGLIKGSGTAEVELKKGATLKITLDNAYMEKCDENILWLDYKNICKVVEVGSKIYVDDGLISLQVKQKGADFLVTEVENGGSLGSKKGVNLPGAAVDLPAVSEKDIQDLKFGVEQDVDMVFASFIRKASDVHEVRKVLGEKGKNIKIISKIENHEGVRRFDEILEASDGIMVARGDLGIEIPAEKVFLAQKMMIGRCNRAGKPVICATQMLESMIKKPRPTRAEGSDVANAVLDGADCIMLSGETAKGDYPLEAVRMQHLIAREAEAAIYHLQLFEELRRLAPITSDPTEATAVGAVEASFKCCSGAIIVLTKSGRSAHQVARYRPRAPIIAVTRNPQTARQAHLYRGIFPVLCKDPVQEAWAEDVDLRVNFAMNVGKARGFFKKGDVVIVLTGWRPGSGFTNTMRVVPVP
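ATP formation by purified human PK-M2, quantified via coupled luciferase luminescence after 1 h at room temperature with 0.1 mM ADP and 0.5 mM PEP final.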
GALK inhibitor: inhibitors of human galactokinase. P51570. Purified GALK, Kinase-Glo residual ATP luminescence. Potency, µM (top dose mostly 57.5 µM), for the others: top-dose activity change, negative = inhibition, most hits filed as inhibitors. 270,000 compounds, 0.007% hits; note: potency is the fitted concentration of half-maximal effect; % is set by controls: 0 for no effect and ±100 for the full control effect
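Quantitative HTS: GALK 5 nM, ATP 35 uM, galactose 100 uM, 1 h room temperature, then luciferase-based ATP detection.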
Menin MLL FP TR: displaces Texas Red mutant MLL peptide from human menin; Potency, µM (doses to about 61.6 µM), inactives show at the top dose FP activity change, negative = inhibition, most hits filed as inhibitors; Menin + Texas Red MLL mutant peptide, fluorescence polarization; 270,000 compounds, 0.23% hits; AID 1768; active = well fitted inhibition curve with a large enough effect in the polarisation, with a control signal flat, not every such curve was filed as active; inconclusive = small, poorly fitted or top-dose-only effect, or effect the other way, or a change in a side signal; inactive = no such curve, though single readings can be large or run the other way; the % refers to the polarisation; note: potency is the fitted concentration of half-maximal effect; % of control where 0% means no effect; many of its hits are not listed in these tables
USP2a block: blocks human ubiquitin-specific protease USP2a; O75604; USP2 core, Ub-CHOP2 coupled fluorogenic reporter, 485/531; Potency, µM (doses to about 38.3 µM), for inactives: top-dose activity change, negative = inhibition, most hits filed as inhibitors; 330,000 compounds, 0.01% hits; AID 463254;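 note: potency is the fitted concentration of half-maximal effect; plate controls were DMSO wells for no effect and full inhibition by NEM control for full effect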
Target sequence (O75604 whole entry, looked up): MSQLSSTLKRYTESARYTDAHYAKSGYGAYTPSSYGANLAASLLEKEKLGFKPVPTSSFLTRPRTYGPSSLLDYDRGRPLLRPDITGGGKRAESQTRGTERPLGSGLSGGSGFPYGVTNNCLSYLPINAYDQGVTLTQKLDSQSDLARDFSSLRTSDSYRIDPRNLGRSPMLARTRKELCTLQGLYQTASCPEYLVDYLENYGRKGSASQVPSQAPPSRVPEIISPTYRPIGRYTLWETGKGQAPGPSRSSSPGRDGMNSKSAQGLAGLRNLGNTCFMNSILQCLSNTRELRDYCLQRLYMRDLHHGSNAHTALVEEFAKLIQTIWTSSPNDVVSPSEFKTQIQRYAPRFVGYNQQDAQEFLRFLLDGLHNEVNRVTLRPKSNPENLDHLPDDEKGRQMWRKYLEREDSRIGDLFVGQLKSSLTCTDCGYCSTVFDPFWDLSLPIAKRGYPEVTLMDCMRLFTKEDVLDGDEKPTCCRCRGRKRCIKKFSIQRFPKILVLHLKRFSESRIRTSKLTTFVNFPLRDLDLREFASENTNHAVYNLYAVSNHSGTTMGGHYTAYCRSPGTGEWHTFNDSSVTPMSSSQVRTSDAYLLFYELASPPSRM
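Cell-free coupled assay: 10nM USP2 core preincubated 30min RT with compound in Tris-HCl pH 8.0/CaCl2/CHAPS buffer, then 25nM Ub-CHOP2 and 25nM reporter substrate; fluorescence (Ex 485/Em 531) read after 60min RT, normalized to NEM inhibition, concentration-response curves fitted.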
An asterisk follows results filed as active; u = inconclusive; x = not tested or not shown; [ ] = dose if it differs, or a comment. Unless noted, calls come from the whole dose curve; as a rule, active = well fitted curve in the direction sought with a large enough effect; inconclusive = small, poorly fitted or top-dose-only effect, or another doubt; inactive = no such curve, though single readings can be large; an effect the other way counts as inactive or inconclusive. This is a subset; the hit share may differ from the screen's.

Keys: A = MLL CXXC-DNA inh; B = B2AR arrestin; C = KCNH2 3.1 block; D = TRPV1 ag; E = Coupling enz; F = KCNH2 WT inh; G = Giardia kill; H = PKM2 activator; I = GALK inhibitor; J = Menin MLL FP TR; K = USP2a block
canonical_smiles: CCN1CCCC1CNc1ccc(S(C)(=O)=O)cc1[N+](=O)[O-] (stereo not given)
  A: 6% | B: 0.1% | C: -13 | D: 1 | E: -1 | F: 12 | G: -9 | H: -6% | I: -2% | J: 22% | K: -1%
canonical_smiles: CCCCOc1ccc(N(CC(=O)NCC2CCCO2)C(=O)CCC(=O)Nc2nccs2)cc1 (stereo not given)
  A: -2% | B: -0.4% | C: 3 | D: -1 | E: 2 | F: 11 | G: -8 | H: 2% | I: 0% | J: 0% | K: 1%
canonical_smiles: O=C(N/N=C\C=C\c1ccc2c(c1)OCO2)c1ccc(F)cc1
  A: 12% | B: -0.2% | C: -16 | D: u | E: -2 | F: 4 | G: -5 | H: -11% | I: -1% | J: 8% | K: 0%
canonical_smiles: CCCn1c(C)cc(C(=O)COc2ncnc3sccc23)c1C
  A: 1% | B: -0.2% | C: -2 | D: -3 | E: -1 | F: -14 | G: -22 | H: -2% | I: -1% | J: 31%[activator] | K: 1%
canonical_smiles: CC1CN(S(=O)(=O)c2ccc(C(=O)Nc3sccc3C(N)=O)cc2)CC(C)O1 (stereo not given)
  A: 2% | B: 2.1% | C: -1 | D: -6 | E: 4 | F: -4 | G: 6 | H: -1% | I: 1% | J: u | K: -1%
canonical_smiles: CC[C@@]1(c2ccccc2OC)C(=O)N(C(=O)OC)N1C(=O)OC
  A: -12% | B: -0.8% | C: 12 | D: -6 | E: 0 | F: 5 | G: -4 | H: 2% | I: x | J: -7% | K: 1%
canonical_smiles: CC1CN(CC(=O)NCc2ccc(Cl)cc2)CC(C)O1 (stereo not given)
  A: -1% | B: -0.8% | C: 8 | D: 2 | E: -1 | F: 8 | G: -5 | H: -2% | I: -2% | J: -3% | K: 0%
canonical_smiles: Cc1ccc(Nc2nc(N)nc(CN3CCc4ccccc4C3)n2)cc1
  A: 18% | B: -0.1% | C: -79* | D: -1 | E: 2 | F: -12 | G: -5 | H: -8% | I: 0% | J: 5% | K: 1%
canonical_smiles: COc1ccc(CCNC(=O)CSC2=NS(=O)(=O)c3cc(Cl)ccc3N2)cc1OC
  A: x | B: 0.3% | C: -13 | D: -1 | E: x | F: -4 | G: -8 | H: x | I: x | J: x | K: 2%
canonical_smiles: CN(CC(=O)Nc1cccc(F)c1)C(=O)CCCc1cccs1
  A: 12% | B: -0.6% | C: 20 | D: 20 | E: 0 | F: 2 | G: -3 | H: -3% | I: 1% | J: -15% | K: 2%
canonical_smiles: CCn1nc(C(=O)N2CCN(Cc3ccc4c(c3)OCO4)CC2)c2ccccc2c1=O
  A: 3% | B: 0.0% | C: -8 | D: 5 | E: -3 | F: 1 | G: 8 | H: -17% | I: -4% | J: -23% | K: 0%
canonical_smiles: COc1cc(/C=C(\C#N)C(=O)Nc2ccc3c(c2)OCCO3)ccc1O
  A: 89%[activator] | B: -0.5% | C: -2 | D: 6 | E: -1 | F: -10 | G: -7 | H: u | I: -2% | J: x | K: 8%
canonical_smiles: CCc1ccc(NC(=S)Nc2cc(C(=O)O)ccc2N2CC3CC(C2)c2cccc(=O)n2C3)cc1 (stereo not given)
  A: 2% | B: 0.1% | C: 8 | D: -2 | E: 2 | F: -9 | G: u | H: -2% | I: 0% | J: -1% | K: 9%
canonical_smiles: CCNC(=S)N(CCN(CC)CC)Cc1cc2cc3c(cc2[nH]c1=O)OCO3
  A: 5% | B: 3.8% | C: -2 | D: 3 | E: 0 | F: 27 | G: -8 | H: 3% | I: 6% | J: 2% | K: 1%
canonical_smiles: CCCNC(=S)Nc1ccc(Nc2ccccc2)cc1
  A: 2% | B: -0.2% | C: 2 | D: 0 | E: 5 | F: -1 | G: -4 | H: 5% | I: 0% | J: -18% | K: 4%
canonical_smiles: COc1ccc(C(=O)N/N=C/c2ccccc2OC(=O)c2ccccc2)cc1
  A: 166%[activator] | B: 4.1% | C: 2 | D: 6 | E: 0 | F: -2 | G: -13 | H: -1% | I: 0% | J: 27% | K: -3%
canonical_smiles: O=C(Cn1cc(C(=O)C(F)(F)F)c2ccccc21)Nc1ccccc1F
  A: 12% | B: -0.2% | C: -5 | D: 8 | E: -1 | F: -6 | G: -2 | H: 8% | I: -6% | J: -30% | K: 3%
canonical_smiles: Cn1c(=O)[nH]c(=O)c2c1nc(SCC(O)CO)n2Cc1ccccc1Cl (stereo not given)
  A: -3% | B: 0.0% | C: 6 | D: -1 | E: 0 | F: 4 | G: 5 | H: 9% | I: 2% | J: 8% | K: 0%
canonical_smiles: CCn1c(SCC(=O)Nc2ccc(C)cc2)nc2sc3c(c2c1=O)CCN(C)C3
  A: 17% | B: 0.2% | C: 12 | D: -2 | E: x | F: -1 | G: -19 | H: x | I: 5% | J: x | K: -2%
canonical_smiles: CCNS(=O)(=O)c1cccc(C(=O)c2c(C)cc3ccccn23)c1
  A: 5% | B: -0.3% | C: 11 | D: 3 | E: -1 | F: -15 | G: 36[activator] | H: 1% | I: -3% | J: 0% | K: 1%
canonical_smiles: O=C(NCCN1CCOCC1)c1ccc2c(c1)N(Cc1ccc(F)cc1)C(=O)c1ccccc1S2(=O)=O
  A: 13% | B: -0.7% | C: 14 | D: 0 | E: x | F: -7 | G: -15 | H: x | I: 3% | J: x | K: 0%

An excerpt from above in order of length of the SMILES, rising:
Keys: A = MLL CXXC-DNA inh; B = B2AR arrestin; C = KCNH2 3.1 block; D = TRPV1 ag; E = Coupling enz; F = KCNH2 WT inh; G = Giardia kill; H = PKM2 activator; I = GALK inhibitor; J = Menin MLL FP TR; K = USP2a block
canonical_smiles: CCCNC(=S)Nc1ccc(Nc2ccccc2)cc1
  A: 2% | B: -0.2% | C: 2 | D: 0 | E: 5 | F: -1 | G: -4 | H: 5% | I: 0% | J: -18% | K: 4%
canonical_smiles: O=C(Cn1cc(C(=O)C(F)(F)F)c2ccccc21)Nc1ccccc1F
  A: 12% | B: -0.2% | C: -5 | D: 8 | E: -1 | F: -6 | G: -2 | H: 8% | I: -6% | J: -30% | K: 3%
canonical_smiles: Cn1c(=O)[nH]c(=O)c2c1nc(SCC(O)CO)n2Cc1ccccc1Cl (stereo not given)
  A: -3% | B: 0.0% | C: 6 | D: -1 | E: 0 | F: 4 | G: 5 | H: 9% | I: 2% | J: 8% | K: 0%

Compounds shown so far that contain four or more nitrogen atoms:
Keys: A = MLL CXXC-DNA inh; B = B2AR arrestin; C = KCNH2 3.1 block; D = TRPV1 ag; E = Coupling enz; F = KCNH2 WT inh; G = Giardia kill; H = PKM2 activator; I = GALK inhibitor; J = Menin MLL FP TR; K = USP2a block
canonical_smiles: CCCCOc1ccc(N(CC(=O)NCC2CCCO2)C(=O)CCC(=O)Nc2nccs2)cc1 (stereo not given)
  A: -2% | B: -0.4% | C: 3 | D: -1 | E: 2 | F: 11 | G: -8 | H: 2% | I: 0% | J: 0% | K: 1%
canonical_smiles: Cc1ccc(Nc2nc(N)nc(CN3CCc4ccccc4C3)n2)cc1
  A: 18% | B: -0.1% | C: -79* | D: -1 | E: 2 | F: -12 | G: -5 | H: -8% | I: 0% | J: 5% | K: 1%
canonical_smiles: CCn1nc(C(=O)N2CCN(Cc3ccc4c(c3)OCO4)CC2)c2ccccc2c1=O
  A: 3% | B: 0.0% | C: -8 | D: 5 | E: -3 | F: 1 | G: 8 | H: -17% | I: -4% | J: -23% | K: 0%
canonical_smiles: CCc1ccc(NC(=S)Nc2cc(C(=O)O)ccc2N2CC3CC(C2)c2cccc(=O)n2C3)cc1 (stereo not given)
  A: 2% | B: 0.1% | C: 8 | D: -2 | E: 2 | F: -9 | G: u | H: -2% | I: 0% | J: -1% | K: 9%
canonical_smiles: CCNC(=S)N(CCN(CC)CC)Cc1cc2cc3c(cc2[nH]c1=O)OCO3
  A: 5% | B: 3.8% | C: -2 | D: 3 | E: 0 | F: 27 | G: -8 | H: 3% | I: 6% | J: 2% | K: 1%
canonical_smiles: Cn1c(=O)[nH]c(=O)c2c1nc(SCC(O)CO)n2Cc1ccccc1Cl (stereo not given)
  A: -3% | B: 0.0% | C: 6 | D: -1 | E: 0 | F: 4 | G: 5 | H: 9% | I: 2% | J: 8% | K: 0%
canonical_smiles: CCn1c(SCC(=O)Nc2ccc(C)cc2)nc2sc3c(c2c1=O)CCN(C)C3
  A: 17% | B: 0.2% | C: 12 | D: -2 | E: x | F: -1 | G: -19 | H: x | I: 5% | J: x | K: -2%
